Bioassay records from PubChem.
HT1080 cytotoxicity: HT1080 cell viability loss – fluorescence readout (AID 620) | HT1080 viability, fluorescence; higher % means a stronger effect | cytotoxicity, % at 10 µM, or EC50 in µM where a hit was titrated | 87,000 tested, 0.42% active; in the data active = cytotoxicity above about 50%;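 note: cells exposed to compound overnight then 4 h with Alamar Blue; 0% = vehicle DMSO and 100% = killing control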
An asterisk follows results filed as active; & = joins results of further samples. The list is partial; count on the stated rates, not on these rows.

SMILES	HT1080 cytotoxicity
COc1cc2c(C(=O)N3CCN(c4cccc(Cl)c4)CC3)cn(CC(C)C)c(=O)c2cc1OC	16.8%
CCOc1ccc(CNC(=O)CCCOc2cc(=O)n(C)c3ccccc23)cc1	1.4%
CCN(CC)CCOc1ccc2c(c1)C(=NO)c1cc(OCCN(CC)CC)ccc1-2	33.9%
CCC1=C(OC(=O)N(CC)CC)N2C(=O)OC(=NCC(=O)OC)[C@]2(C)[C@H]2C1=CC[C@H]1C(=O)N(CC(=O)OC)C(=O)[C@H]12	5.1%
CCCc1cc(=O)n2c([nH]c3ccccc32)c1C#N	-1.5%
Cc1cccc(C(=O)N2CCN(c3ccc(C(F)(F)F)cn3)CC2)c1C	-11.2%
Cc1ccc(NC(=O)CCSCCC(=O)Nc2ccc(C)c(C)c2)cc1C	-1.6%
Cc1sc2nc(C)n(/N=C/c3ccccc3O)c(=O)c2c1C	-9.7%
CC(C)COc1ccc(C(=O)Nc2ccc(NC(=O)c3ccco3)c(Cl)c2)cc1	-3.8%
CC1(C)CC(=O)c2cc(C(=O)O)c(=O)n(-c3ccccc3)c2C1	8.1%
Nc1cc(=O)nc(SCC(=O)NCc2ccccc2)n1CCc1ccccc1	1.1%
CCN(CC)c1ccc(C(=O)c2ccccc2C(=O)O)c(O)c1	0.2%
Cc1nc2c(C(=O)NCCc3ccccc3Cl)c[nH]n2c(=O)c1Cl	-5.4%
CN1C(=O)SC(Nc2cccc3ccccc23)C1=O (stereo not drawn)	-12.2%
O=C(/C(=C/O)N=Nc1ccccc1)c1ccncc1	11.0%
CCOC(=O)C1CCCCN1Cc1ccc(F)cc1 (stereo not drawn)	0.8%
O=C(COC(=O)CNS(=O)(=O)c1ccccc1)Nc1ccc(Cl)cn1	3.2%
COC(=O)c1ccc(N)cc1O	6.9%
Cc1ccccc1N=C(NOCc1ccccc1)c1nonc1N	-8.1%
Cc1ccc(NC(=O)NCCCN2CCCC2=O)cc1	13.3%
CC1=C(C(=O)OCc2ccccc2)C(c2ccc(-c3ccccc3)cc2)NC(=O)N1CCCCCC(=O)O (stereo not drawn)	-11.5%
CCCC1=Nc2cc(C(=O)NCCCOC(C)C)ccc2Sc2ccccc21	6.2%
CC(=O)O/N=C(/C)c1ncc(C(F)(F)F)cc1N1CCOCC1	8.1%
COC(=O)c1ccc(Sc2ccc(Cl)cc2)c(N)c1	4.6%
COC(=O)c1ccc(Cl)c(NC(=O)CN2CCN(C)CC2)c1	9.7%

Next section, starting with the last 7 of the part before.
SMILES	HT1080 cytotoxicity
Cc1ccccc1N=C(NOCc1ccccc1)c1nonc1N	-8.1%
Cc1ccc(NC(=O)NCCCN2CCCC2=O)cc1	13.3%
CC1=C(C(=O)OCc2ccccc2)C(c2ccc(-c3ccccc3)cc2)NC(=O)N1CCCCCC(=O)O (stereo not drawn)	-11.5%
CCCC1=Nc2cc(C(=O)NCCCOC(C)C)ccc2Sc2ccccc21	6.2%
CC(=O)O/N=C(/C)c1ncc(C(F)(F)F)cc1N1CCOCC1	8.1%
COC(=O)c1ccc(Sc2ccc(Cl)cc2)c(N)c1	4.6%
COC(=O)c1ccc(Cl)c(NC(=O)CN2CCN(C)CC2)c1	9.7%
Cc1cc(C(F)F)n2nc(C(=O)Nc3sc4c(c3C#N)CCC(C)C4)nc2n1 (stereo not drawn)	19.4%
Cn1cnnc1SCC(=O)c1ccc2c(c1)OCO2	7.8%
CCCN(CC1CC1)C(=O)CSc1ncnc2sc(C)c(C)c12	-29.9%
COc1ccccc1NC(=O)c1ccc(-c2ccc(Br)cc2)o1	2.7%
CCC(C)(C)n1nnnc1C(c1cc2cc3c(cc2[nH]c1=O)OCO3)N1CCCCC1 (stereo not drawn)	-6.3%
CCC1=C(OC(=O)N(CC)CC)N2C(=O)OC(=NCCOC)[C@]2(Cc2ccccc2)[C@H]2C1=CC[C@H]1C(=O)N(C)C(=O)[C@H]12	-5.9%
O=C(O)CCC(=O)N1CC=C(c2ccccc2)CC1	-12.7%
CC(C)NS(=O)(=O)c1ccc(OCC(=O)N2CCCC2)c(Cl)c1	28.7%
Cc1ccnc(NC(=O)c2ccc(COc3ccc(Cl)cc3)o2)c1	-15.9%
COc1ccccc1N1CCN(C(=O)CN(CCc2ccccc2)S(C)(=O)=O)CC1	-6.1%
CCN(CC)CC#CCC(O)(c1ccccc1)C1CCCC1 (stereo not drawn)	7.3%
COn1c2c(c3c4no[n+]([O-])c4ccc31)CCCC2	8.6%
O=c1c2cc(N3CCOCC3)ccc2[nH]c(=S)n1Cc1cccc(Cl)c1	-7.2%
Cc1ccc(C)n1-c1ccc(N2CCOCC2)c(Br)c1	-3.9%
COc1ccc(N2C(=O)CSC23C(=O)Nc2ccccc23)cc1 (stereo not drawn)	4.1%
CCCC[C@@H]1C[C@H]1C(NC(=O)c1cccs1)c1ccc(Cl)cc1 (stereo partly drawn)	-33.8%
CCc1ccc(C2C(C#N)=C(N)Oc3n[nH]c(CC(=O)OC)c32)cc1 (stereo not drawn)	-5.8%
CN1CCN(C2=Cc3ccccc3Sc3cc(F)c(Cl)cc32)CC1	14.7%
CCOC(=O)c1nnc(-c2ccc(C)cc2)nc1Sc1ccccc1Cl	23.8%
COc1ccc(C(=O)COC(=O)C(CC(C)C)N2C(=O)c3ccccc3C2=O)cc1 (stereo not drawn)	-4.0%
c1ccc2c(N3CCCCC3)ncnc2c1	-9.6%
CCOC(=O)/C(=N/Nc1ccc(C)cc1)S(=O)(=O)c1ccc(Cl)cc1	3.4%
CCc1ccc(CN2CCN(C(=O)c3cccc(OC)c3OC)CC2)cc1	-6.4%
COc1ccc(S(=O)(=O)N[C@@H](Cc2ccc(Cl)cc2)C(=O)N2CC[C@@]3(O)CCCC[C@H]3C2)cc1	-3.8%
CCCC1S/C(=N/N=C/c2ccc(OC)cc2)N(Cc2ccc(OC)cc2)C1=O (stereo not drawn)	1.7%

In the list so far, 2 contain a CF3 group:
SMILES	HT1080 cytotoxicity
Cc1cccc(C(=O)N2CCN(c3ccc(C(F)(F)F)cn3)CC2)c1C	-11.2%
CC(=O)O/N=C(/C)c1ncc(C(F)(F)F)cc1N1CCOCC1	8.1%

The results go on:
SMILES	HT1080 cytotoxicity
CC(C)CN1C(=O)c2ccccc2C1(O)Cc1ccccc1 (stereo not drawn)	16.4%
CCC(=O)Nc1ccc(C(=O)CSc2nnc(-c3ccc(O)cc3)n2CC2CCCO2)cc1OC (stereo not drawn)	-9.0%
Cc1cccc(N2CCN(Cc3cc(=O)n4ccsc4n3)CC2)c1C	0.4%
COc1ccc(-c2cc(C(F)(F)F)n3nc(C(=O)NCCCn4ccnc4)cc3n2)cc1	-13.5%
O=C(Nc1ccccc1-c1ccccc1NC(=O)c1ccco1)c1ccco1	-2.6%
O=C(CN1CCN(Cc2ccc(Cl)cc2)C1=O)NCCCN1CCN(c2ccc(F)cc2)CC1	-2.6%
CCC(C)NC(=O)c1ccc(COc2ccccc2Cl)cc1 (stereo not drawn)	-14.5%
Cc1ccc2cc(C)c3nnc(SCC(=O)N4CCN(C(=O)c5ccco5)CC4)n3c2c1	35.2%
COc1cc(CNn2cnnc2)ccc1OCC(=O)NC1CCCCC1	-5.5%
COC(=O)CNC(=O)c1ccccc1C	5.5%
NC(=O)c1ccccc1NS(=O)(=O)c1ccccc1	11.8%
CC(=O)N1CC=CC1(CC(C)C)C(=O)O (stereo not drawn)	-14.9%
CC1=NN(S(=O)(=O)c2ccc(F)cc2)C(=O)c2ccccc2O1	0.4%
COC(=O)C1=C(C)N(CCCC(=O)O)C(=O)NC1c1ccc2c(c1)OCO2 (stereo not drawn)	5.4%
CCCn1c(N2CCN(CC(=O)c3c(C)n(C)c4ccc(OC)cc34)CC2)nc2c1c(=O)[nH]c(=O)n2C	9.3%
c1ccc(NCn2cncn2)nc1	7.5%
CCC(=O)Nc1nc2ccc(S(C)(=O)=O)cc2s1	-6.9%
COC(=O)[C@@]1(Cc2ccc(OC)cc2)[C@H]2c3cc(C(=O)N4CCCC4)n(CCN4CCNC4=O)c3C[C@H]2CN1C(=O)c1ccccc1	-20.5%
O=C(CN1CC(c2ccccc2)CC1=O)OCc1cccc(Br)c1 (stereo not drawn)	-4.0%
Cc1cc(C)c2nc(SCC(=O)Nc3ccccc3N3CCOCC3)c(C#N)cc2c1	4.9%
CCC1=C2CC[C@H]3C(=O)N(CC(=O)OC)C(=O)[C@H]3[C@H]2[C@@]2(Cc3ccccc3)C(=NCCc3c[nH]c4ccccc34)OC(=O)N2C1=O	-13.2%
CCC(Sc1nc2ccccc2s1)C(=O)Nc1cc(C)on1 (stereo not drawn)	-12.0%
O=C(N/N=C/c1ccc(N2CCOCC2)o1)c1cccc(F)c1	5.1%
O=C(O)c1c[nH]c2c(C(F)(F)F)cccc2c1=O	2.0%
COc1ccc(Cl)cc1C(=O)NCc1cn(C)nc1C	6.3%
SMILES	HT1080 cytotoxicity
CC(=O)Nc1ccc(S(=O)(=O)Nc2nc(CN3CCOCC3)nc3sc4c(c23)CCCC4)cc1	5.2%
Cc1ccc(S(=O)(=O)NC(C)(C)CSc2nnc(Nc3ccccc3)s2)cc1	-9.6%
CC(=O)c1c(C(C)=O)c(C)n(-c2ccc(N)cc2)c1C	-6.0%
COc1ccc(Nc2nc3ccccc3nc2NS(=O)(=O)c2cccs2)cc1	-2.4%
Cc1cc(C(=O)NCCCC(=O)O)c(C)o1	-5.1%
Cc1ccc(C(=O)Nc2nc(C)c(C)s2)o1	10.7%
Fc1ccc(SCCc2ccncc2)cc1	-19.0%&-12.7%
CC1CCc2nc(NC(=O)C3CC3)sc2C1 (stereo not drawn)	1.9%
Cc1ccc(OCCNS(=O)(=O)c2ccc(N3CCCC3=O)cc2)cc1	2.3%
CS(=O)(=O)Nc1ccc(C(=O)N2CCN(c3ccccc3)CC2)cc1	4.6%
CCCCSc1nnc2[nH]c(=O)cc(N)n12	3.5%
O=C(OC1CCOC1=O)c1cc(-c2ccc(Cl)cc2)nc2ccccc12 (stereo not drawn)	-9.6%
S=C(NN=C1CCCCCC1)Nc1ccc(Cl)cc1	-18.3%
COc1ccc(OC)c(NC(=O)CSc2ccc3ccccc3c2)c1	-6.5%
Cc1cc(NCCO)c2ccccc2n1	-4.7%
O=c1c2ccccc2nc2c3ccccc3c(NCCN3CCOCC3)nn12	45.0%
CC1CCC2(CC1)N=C(N)Nc1nc3ccccc3n12 (stereo not drawn)	-9.4%
CS(=O)(=O)N1CCN(c2ccc(NC(=O)c3cccnc3Cl)cc2)CC1	25.1%
O=C(C(Cc1ccccc1)N1C(=O)c2ccccc2C1=O)N1CCc2ccccc21 (stereo not drawn)	7.0%
CC(C(=O)O)N1C(=O)c2ccccc2C1=O (stereo not drawn)	0.3%
Cc1ccccc1NC(=S)NN1CCN(C)CC1	-17.8%
Cc1c(Cl)ccc2c1NC(=O)[C@]21N[C@@H](Cc2ccccc2)[C@H]2C(=O)N(c3ccc(F)cc3)C(=O)[C@H]21	10.4%
CNC(=O)CSc1nc(-c2ccccc2)c(-c2ccccc2)[nH]1	0.5%
CCOC(=O)C1C(=O)C(C(C)=O)C(=O)CC1CC(C)SCC (stereo not drawn)	13.9%
Cc1cccc(C)c1NC(=O)CCCN1CC(C)OC(C)C1 (stereo not drawn)	9.8%

Structures from the list above that contain bromine:
SMILES	HT1080 cytotoxicity
COc1ccccc1NC(=O)c1ccc(-c2ccc(Br)cc2)o1	2.7%
Cc1ccc(C)n1-c1ccc(N2CCOCC2)c(Br)c1	-3.9%
O=C(CN1CC(c2ccccc2)CC1=O)OCc1cccc(Br)c1 (stereo not drawn)	-4.0%

(cont.)
SMILES	HT1080 cytotoxicity
CNc1nc(OCCNC(=O)Nc2ccccc2)nc(N2CCOCC2)n1	0.8%
O=C(COC(=O)c1cccnc1Cl)c1cccc(Cl)c1	-9.3%
Cc1cc(C)n(C2CC(=O)N(c3ccccc3)C2=O)n1 (stereo not drawn)	4.8%
CCC(=O)NCCc1c[nH]c2ccccc12	-2.0%
CCOC(=O)c1[nH]c2ccc(OC)cc2c1NC(=O)CN1CCc2ccccc2C1	-5.3%
CCOC(=O)CCCNC(=O)c1cncc(O)c1	-8.5%
C/C(=N/NC(=O)c1cc(C(C)C)[nH]n1)c1cccs1	-6.9%
CC(C)(C)c1nc(N2CCN(C(=O)c3ccco3)CC2)c2nnn(Cc3ccccc3)c2n1	-16.1%
CCOC(CNC(=O)c1ccc2c(c1)nc(C)n2-c1cccc(F)c1)OCC	-2.7%
Cc1cc(C)nc(-n2nc(C)cc2NC(=O)CNC2CCCCC2)n1	-4.2%
COc1ccc(C(=O)/C=C/c2cn(CN3CCN(C)CC3)c3ccccc23)cc1	20.6%
O=C(NC1CC2CCC(C1)N2Cc1ccco1)c1ccccc1 (stereo not drawn)	8.5%
Cc1ccccc1C(=O)NC1CCN(CC(=O)Nc2c(C)cccc2C)CC1	-11.0%
CCc1cc2cc(C)cc(C)c2nc1SCC(=O)N1CCCC1	-4.4%
CCc1nnc(NC(=O)CSc2nnc(C)n2Cc2ccccc2)s1	10.3%
O=C(CC(Cc1ccccc1)c1ccco1)NC1CCCCC1 (stereo not drawn)	-16.7%
O=C1c2ccccc2NC(c2ccccn2)N1c1ccccc1F (stereo not drawn)	-12.2%
Cc1ccc(CSCCNC(=O)CN2C(=O)c3ccccc3S2(=O)=O)cc1	-9.1%
COc1ccccc1/C=N/n1c(N)c(S(=O)(=O)c2cccs2)c2nc3ccccc3nc21	-12.6%
c1ccc(-c2nnc(-c3ccccn3)nc2NC2CCCCC2)cc1	50.7%*
Cc1c(Cl)c(C(=O)NNC(=S)NCc2ccco2)nn1C	16.8%
COC(=O)[C@@]1(Cc2ccccc2)[C@H]2c3cc(C(=O)N4CCCC4)n(Cc4ccccc4)c3C[C@H]2CN1C(=O)c1ccccc1	-9.4%
COc1cc(NC(=O)c2ccco2)c(C(=O)O)cc1OC	-10.9%
O=C(C1CCN(CCCc2ccccc2)CC1)N1CCCCC1	1.2%

Quoted from the listing:
HT1080 cytotoxicity result of COc1ccc(C(=O)/C=C/c2cn(CN3CCN(C)CC3)c3ccccc23)cc1 is entered as 20.6%
HT1080 cytotoxicity result of O=C(CC(Cc1ccccc1)c1ccco1)NC1CCCCC1 (stereo not drawn) is entered as -16.7%
